TRPN1 ag: activates the zebrafish TRPN1 channel | HEK293 zebrafish TRPN1-YFP, Fluo-8 calcium fluorescence; 100% = response to 87 µM carbachol | activation, % at 3 µM | 220,000 tested, 0.18% active | AID 1424;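 active = activation above its plate's cutoff, the mean activation of test wells on that plate plus 3 SD, cut at about 19% in these data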;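 also: 0% = DMSO alone and 100% = 87 µM carbachol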
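Control set: carbachol 87 µM as high control, DMSO as low control; system: HEK293 stable line with zebrafish TRPN1-YFP; read-out: % activation versus carbachol response; detection: intracellular calcium fluorescence with Fluo-8; doses: single test compound dose, 3 µM nominal, 0.3% DMSO; schedule: dye 1 h 37 °C plus 30 min RT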
Runt-SMMHC FRET: Runt domain-CBFb-SMMHC interaction inhibition. inhibition, % at 20 µM. Cerulean-Runt/Venus-CBFb-SMMHC FRET ratio 530/480, 1 h. 220,000 tested, 0.74% active. AID 1434. Q01196+Q13951;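 active = mean inhibition across duplicate retests at 20 µM reaching about 50%, limit read from the data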;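 also: 0% = DMSO wells and 100% = wells with excess untagged CBFb-SMMHC; inhibitors lower the FRET ratio by blocking Runt binding to CBFb-SMMHC; some results filed as inactive read as strong as hits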
PPC-1+TRAIL kill: PPC-1 cancer cell killing with TRAIL present. PPC-1 cells + TRAIL, ATPLite viability luminescence. cell killing (% activity), % at 4 µM. 220,000 tested, 0.41% active. AID 1443;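 active = cell killing above 50% in the first pass at 4 µM, then a duplicate retest at 5 µM averaging 50% or more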;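 also: plate controls were cells with TRAIL plus DMSO for no effect and medium-only wells lacking cells for full effect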
p47phox inh: blocks human p47phox regulatory protein of NADPH oxidases. P14598. p47phox/p22phox peptide binding, fluorescence polarization, 2 h. inhibition, % at 24.7 µM. 220,000 tested, 0.53% active;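 active = inhibition above about 30%, limit read from the data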;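 also: 0% = p47phox with labelled peptide and 100% = labelled peptide alone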
Target sequence (P14598 whole entry, looked up): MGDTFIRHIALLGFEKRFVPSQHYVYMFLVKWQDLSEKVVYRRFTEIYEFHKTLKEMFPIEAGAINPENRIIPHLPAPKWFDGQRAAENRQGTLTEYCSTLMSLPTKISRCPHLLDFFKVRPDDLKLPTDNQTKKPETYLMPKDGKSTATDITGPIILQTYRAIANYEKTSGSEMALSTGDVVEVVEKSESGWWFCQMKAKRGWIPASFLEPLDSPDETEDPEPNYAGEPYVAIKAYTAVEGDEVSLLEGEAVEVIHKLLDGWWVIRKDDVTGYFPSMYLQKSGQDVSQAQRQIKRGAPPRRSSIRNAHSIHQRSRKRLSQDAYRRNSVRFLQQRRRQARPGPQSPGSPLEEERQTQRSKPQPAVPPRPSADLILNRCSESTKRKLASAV
TNF death inh: blocks TNF-alpha induced death of Jurkat FADD-/- cells; 220,000 tested, 0.068% active; activation (protection from cell death), % at 10 µM; Jurkat FADD-/- TNF necroptosis rescue, ATP luminescence, 24 h; 0 = TNF only, 100 = no-TNF cells;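 active = activation, meaning protection from cell death, of at least 50% relative to plate controls; inactive = activation below 50%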;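 also: necroptosis triggered by 40 ng/mL TNF-alpha added together with compound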
CHOP inhibitor: blocks CHOP induction under ER stress; CHO-K1 CHOP-promoter luciferase, tunicamycin-induced, 15-18 h; inhibition, % at 10 µM; 220,000 tested, 3.8% active; AID 2732;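 active = compounds that reduced the stress-induced luciferase reporter signal by more than about 70% of percent inhibition, limit read from the data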;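 also: 0% = tunicamycin plus vehicle and 100% = wells without tunicamycin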
MDM2 E3 inh: blocks human Mdm2 ubiquitin ligase activity | Q00987 | cell-based MDM2 ubiquitination luciferase reporter, 2 h; 0 = plate control, 100 = twice control, blank-subtracted | signal enhancement, % at 5 µM | 210,000 tested, 0.11% active;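 active = signal enhancement of 30% or more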;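 also: luminescence tracks abundance of the self-degrading MDM2-luciferase fusion protein; higher signal means inhibition of MDM2 E3 ligase activity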
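Assay system: stable mammalian line carrying autodegrading MDM2–luciferase fusion reporter; Input: 2000 cells in each well; Compound dosing: single-point 5 µM; Schedule: 2 h compound exposure at 37 °C; Signal: SteadyLite luciferase luminescence after 15 min room-temperature reagent incubation; Evaluation: % luminescence enhancement versus blank-corrected plate control mean; Benchmarks: plate controls and plate blanks.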
TRPML3 ag: agonists of human TRPML3 channel. HEK293 TRPML3-YFP, Fluo-8 calcium fluorescence; 100% = the carbachol control signal. AID 1448. Q8TDD5. activation, % at 3 µM. 220,000 tested, 0.29% active;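 active = activation above its plate's cutoff, the mean activation of the plate's test wells plus 3 SD, cut at about 12% in these data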;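 also: 0% = DMSO only wells and 100% = carbachol wells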
Target sequence (Q8TDD5 whole entry, looked up): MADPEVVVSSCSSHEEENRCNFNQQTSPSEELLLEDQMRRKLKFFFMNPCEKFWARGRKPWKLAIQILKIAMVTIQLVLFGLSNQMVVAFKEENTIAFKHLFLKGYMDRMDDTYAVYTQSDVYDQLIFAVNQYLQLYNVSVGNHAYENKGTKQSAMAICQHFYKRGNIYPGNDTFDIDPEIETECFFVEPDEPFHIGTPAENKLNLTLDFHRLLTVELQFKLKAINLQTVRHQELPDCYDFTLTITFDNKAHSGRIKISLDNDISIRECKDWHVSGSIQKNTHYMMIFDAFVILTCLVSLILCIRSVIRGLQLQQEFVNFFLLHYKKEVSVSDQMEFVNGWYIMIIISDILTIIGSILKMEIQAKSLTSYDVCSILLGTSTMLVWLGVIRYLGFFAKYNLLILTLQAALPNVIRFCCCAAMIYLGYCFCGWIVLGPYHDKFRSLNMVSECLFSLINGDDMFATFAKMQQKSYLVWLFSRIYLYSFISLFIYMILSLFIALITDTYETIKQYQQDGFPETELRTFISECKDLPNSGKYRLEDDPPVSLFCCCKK
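system = HEK293 cells stably carrying human TRPML3-YFP | doses = one concentration, 3 µM nominal, 0.3% DMSO | timing = dye loading 1 h 37 °C then 30 min ambient, 125 s read | detection = Fluo-8 calcium dye fluorescence, ex 470-495, em 515-575 nm | benchmarks = high control carbachol 87 µM, low control DMSO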
EBV gp42 inh: EBV gp42 inhibition | Q1HVG2 | Fluorescence polarization binding assay, mP read-out | inhibition, % (tested at 21.74 µM) | 220,000 tested, 0.42% active | AID 1085; in the data active = inhibition above about 50%
Numbers without * were called inactive; nt = not tested or not shown; [ ] = remark or other dose. This is a random part of the collection (roughly 5.9% active in at least one column).

SMILES	TRPN1 ag	Runt-SMMHC FRET	PPC-1+TRAIL kill	p47phox inh	TNF death inh	CHOP inhibitor	MDM2 E3 inh	TRPML3 ag	EBV gp42 inh
COc1cc(/C=C/c2nc3ccc([N+](=O)[O-])cc3s2)ccc1OCC(=O)O	0.7	-152	14	-26	0.5	1	-11	0.2	-5
CN(C)S(=O)(=O)c1cc(C(=O)NCCCn2ccc3ccccc32)ccc1Cl	-0.3	-7	29	-43	-2.0	10	2	0.1	-30
COc1ccc(CCNC(=O)CSCC(=O)Nc2ccccc2)cc1OC	0.4	0	2	-10	4.6	-8	-9	0.7	-14
Cc1c(C(=O)Nc2ccc(Oc3ccccc3)cc2)sc2nc3n(c(=O)c12)CCC3	3.2	-3	18	-18	-2.2	53	-6	0.6	-28
O=C(Nc1ccccn1)C(F)(F)C(F)(F)C(F)(F)C(F)(F)C(=O)Nc1ccccn1	-0.8	0	-4	-7	2.1	16	-9	1.2	7
COc1ccccc1/C=C(/C(=O)OCC(=O)NCc1ccccc1)c1ccccc1	-2.1	-4	17	-7	0.9	62	1	-0.2	-8
C[N+]1(CC(=O)OC2CCCCCCCCCCC2)CCCC1	-0.2	9	nt	2	-3.0	-2	-3	0.2	-14
Nc1cc(=O)[nH]c(=O)n1-c1ccc(Cl)cc1	0.0	0	10	-10	3.6	0	-10	0.1	-18
CSc1ccc(C#N)cc1NC(=O)c1ccc(Cl)cc1	-0.9	-5	5	5	-3.1	1	9	0.0	-7
O=C(Cc1ccccc1[N+](=O)[O-])NCCCN1CCOCC1	1.4	2	10	-8	-0.5	-8	-17	0.8	-2
COc1ccc(N2C(=O)CC(Sc3ncn[nH]3)C2=O)c(OC)c1 (configuration not stated)	-1.7	14	14	1	-6.4	91*	-16	-0.1	-12
O=C(Nc1ccccn1)c1cccc(S(=O)(=O)N2CCOCC2)c1	-0.2	2	2	1	3.5	36	-28	0.8	0
COc1cccc(CNC(=O)CN(c2cc(C)cc(C)c2)S(=O)(=O)c2c(C)noc2C)c1	-2.7	0	18	-10	-1.3	58	-6	-1.3	-4
Cc1cccc(N2CC(O)(c3cccs3)[N+]3=C2CCCC3)c1 (configuration not stated)	-0.1	-1	30	1	2.0	3	0	0.3	3
CCOc1ccc2nc(N/C(N)=N/S(C)(=O)=O)nc(C)c2c1	1.0	-3	-11	3	-1.4	3	nt	-0.1	-14
Cc1csc(N(C(=O)CCNC(=O)c2ccc([N+](=O)[O-])cc2)c2ccccc2)n1	2.1	0	13	-3	1.9	-1	2	0.8	-19
O=C(NCCc1ccc(Cl)cc1)C1CCN(S(=O)(=O)c2ccc(Br)s2)CC1	0.3	-1	nt	-16	0.6	22	-12	0.6	-7
COCCCNC(=O)/C(C#N)=C/c1cccc(NC(=O)c2ccccc2Cl)c1	1.0	0	15	-10	-3.2	-22	2	0.6	2
Cc1nn(-c2ccccc2)c(C)c1/C=N/NC(=O)c1cc(C23CC4CC(CC(C4)C2)C3)[nH]n1	0.6	5	14	-3	-10	42	-26	0.6	3
CCOC(=O)NC(Nc1ccc(S(N)(=O)=O)cc1)(C(=O)OCC)C(F)(F)F (configuration not stated)	0.6	-1	17	-8	2.6	16	-7	0.4	-1
COc1cc([N+](=O)[O-])ccc1NC(=O)CSc1nccn1C	0.1	3	4	-15	0.2	-5	-9	0.5	-6
COC(=O)Cn1cc(C(=O)c2cccs2)c2ccccc21	-0.3	2	14	-11	-2.5	15	0	-0.7	-10
COc1ccc(-c2cc(C(=O)NCc3ccco3)no2)cc1OC	-1.3	-1	4[5 µM]	-5	1.0	7	-7	0.9	-17
CCOC(=O)C1=C(Nc2ccc(OC)cc2)OCC1=O	-0.5	-2	0	-9	0.8	8	-4	0.4	-1
CC(C)(C)c1ccc(NC(=O)CSc2nnc(-c3n[nH]c4ccccc34)o2)cc1	0.7	-10	10	-17	7.0	94*	-17	0.7	-6
O=C(Nc1nnc(-c2ccccc2)s1)c1cccc(S(=O)(=O)N2CCOCC2)c1	1.9	2	4	-5	-0.8	14	-8	0.9	-10
O=S(=O)(Nc1nc2c(s1)CCCC2)c1ccc2ccccc2c1	-0.6	-2	11	-12	0.5	18	-21	0.5	17
O=C1CC(=O)C(n2cncn2)C(c2cccc(Cl)c2)C1 (configuration not stated)	0.8	-4	13	-8	-0.8	1	-6	1.1	-26
COc1ccccc1-c1nnc(Sc2nc([N+](=O)[O-])nn2C)o1	-1.0	2	-21	-4	-12	-69	2	0.8	10
O=C(CCc1ccc(S(=O)(=O)N2CCOCC2)cc1)Nc1ccc(N2CCOCC2)cc1	0.2	-3	3	3	1.4	19	-2	0.0	-12
CCCCOc1ccccc1NC(=O)c1scc2c1OCCO2	-0.4	0	22	-8	2.1	39	-13	0.5	-7
Cc1csc(NC(=O)Nc2cccc(Cl)c2)n1	2.6	3	13	-6	2.4	39	-26	1.0	0
Cc1ccc(CN2CC(C(=O)Nc3nnc(SCc4c(Cl)cccc4Cl)s3)CC2=O)cc1 (configuration not stated)	0.4	14	8	-75	-2.3	42	-8	1.1	-35
Cc1cccc(C)c1OC(=O)CN(c1ccc(Cl)cc1)S(C)(=O)=O	-1.5	0	0	-8	-1.2	43	-14	-0.8	-17
CCOC(=O)N1CCN(C(=O)Nc2ccc(NC(=O)N3CCN(C(=O)OCC)CC3)cc2)CC1	0.4	nt	nt	-2	0.5	-9	-2	1.1	-7
CCCc1cc(C(=O)N2CCN(C(c3ccccc3)c3ccccc3)CC2)no1	-0.3	0	11	-4	1.6	49	-11	0.4	-14
COc1ccc(S(=O)(=O)N2CCOCC2)cc1Cl	-1.5	1	-7	4	1.3	15	-5	-0.1	4
NC(=O)c1ccsc1NC(=O)COC(=O)Cc1cccc2ccccc12	5.8	2	24	-21	-16	85*	-5	4.4	-3
CCc1n[nH]c(=S)n1/N=C/c1ccc(N(CC)CC)cc1	-3.8	18	2	11	-0.2	8	-11	-1.6	0
COc1cccc(CN2C(=O)c3cccc(N)c3C2=O)c1	1.4	73*	20	-11	0.4	14	7	0.1	59*
CCOC(=O)Cc1nnc(NC(=O)C2CCCCC2)s1	0.5	-4	10	3	0.5	4	-5	-0.3	-5
N#CC1=C(N)Oc2n[nH]c(-c3ccc(F)cc3)c2C1c1cccnc1 (configuration not stated)	-0.6	0	4	4	-4.5	39	2	0.0	4
NS(=O)(=O)c1cccc(NC(=O)Nc2ccccc2)c1	0.2	-6	16	-8	1.7	-15	-9	0.5	-3
COc1ccc(Cc2n[nH]c(=S)o2)cc1	1.1	3	-11	-9	0.3	1	-3	0.6	-7
CCCOc1ccc(CCC(=O)N/N=C/c2ccc([N+](=O)[O-])o2)cc1	0.5	0	2	2	-0.1	-26	-13	-0.3	-8

By substructure, the compounds so far containing a furan ring, fused or not (2)
SMILES	TRPN1 ag	Runt-SMMHC FRET	PPC-1+TRAIL kill	p47phox inh	TNF death inh	CHOP inhibitor	MDM2 E3 inh	TRPML3 ag	EBV gp42 inh
COc1ccc(-c2cc(C(=O)NCc3ccco3)no2)cc1OC	-1.3	-1	4[5 µM]	-5	1.0	7	-7	0.9	-17
CCCOc1ccc(CCC(=O)N/N=C/c2ccc([N+](=O)[O-])o2)cc1	0.5	0	2	2	-0.1	-26	-13	-0.3	-8

New compounds follow:
SMILES	TRPN1 ag	Runt-SMMHC FRET	PPC-1+TRAIL kill	p47phox inh	TNF death inh	CHOP inhibitor	MDM2 E3 inh	TRPML3 ag	EBV gp42 inh
CCOC(=O)c1cc2sccc2n1CC(=O)N1CCN(C(=O)c2ccco2)CC1	0.4	2	2	-5	-0.2	-4	20	0.8	-7
O=C(N/N=C/c1ccncc1)c1ccccc1	2.3	1	8	-5	-2.2	14	-12	-0.5	-5
COc1ccnc(Oc2ccccc2)c1C(=O)N/C=N/OCc1ccccc1F	1.4	-2	1	-10	1.1	-5	-9	-0.2	-4
O=C1C2C3C=CC(C2C(=O)N1c1ccc(O)cc1)C1C2C(=O)N(c4ccc(O)cc4)C(=O)C2C31 (configuration not stated)	0.5	-1	17	34*	-2.2	8	nt	1.1	-11
Cc1cccc(N2C(=O)C3C4C=CC(C4)C3C2=O)c1 (configuration not stated)	-0.5	-1	-15	3	17	43	-12	0.3	-15
Cc1c(Cl)cccc1NC(=S)N1CCN(Cc2ccc3c(c2)OCO3)CC1	0.1	2	22	-15	1.4	13	-4	1.6	-7
O=C(Cn1ncc2c(=O)oc3ccccc3c21)NCC1COc2ccccc2O1 (configuration not stated)	1.0	-3	6	0	1.8	36	-1	-0.5	-8
CC(C)CCNC(=O)c1cc2c(s1)-c1ccccc1S(=O)(=O)C2	2.0	0	17	0	4.9	-5	-6	0.4	-3
Cc1ccc(Cn2c(O)c(N=O)c3ccccc32)cc1	-1.3	-2	18	6	-0.9	16	-5	-0.5	11
O=C(O)CSc1ccc2nnc(-c3cccnc3)n2n1	1.5	2	-13	1	-0.2	-8	-10	-0.1	-6
Cc1nc2ccc(NC(=O)c3ccco3)cc2nc1C	-1.9	-6	10	0	-2.4	-10	-6	0.5	-7
c1ccn2c(SCc3cn4ccsc4n3)nnc2c1	0.8	2	-4	1	-1.4	-7	1	0.1	-7
CCC(C)NCCOCCOc1ccc(F)cc1 (configuration not stated)	-0.1	-2	22	-5	0.8	8	-21	0.9	0
CCSc1nc2ccccc2n1CC(=O)N1CCOCC1	-0.5	3	27	-9	1.2	-2	-3	0.6	-12
CCC(=O)Nc1nonc1-c1nc2ccccc2n1CC(C)C	-0.3	1	-8[5 µM]	-5	0.7	40	13	-0.2	-11
Cc1csc(SCc2nnc(-c3ccc(Cl)cc3)o2)n1	-1.4	1	8	-7	1.5	8	-18	-0.2	-3
CC(C)c1ccccc1NC(=O)COC(=O)c1ccc(Cl)c(S(=O)(=O)N2CCCCCC2)c1	-0.4	4	5	-7	1.2	24	-3	0.6	4
O=C(N/N=C/c1c(Cl)cccc1Cl)c1n[nH]c2c1CCCC2	1.2	0	11	5	-0.1	-7	-15	-0.4	-2
CCN(CC)C(=O)c1c2c(nc3ccccc13)-c1ccccc1CC2	-0.5	4	1	-17	-1.5	26	-5	-0.8	6
NNC(=O)CCS(=O)(=O)c1ccc2ccccc2c1	-1.4	-5	10	-17	-0.7	28	-10	0.6	-4
Cc1ccccc1S(=O)(=O)c1cc(C#N)c(=O)[nH]c1N	0.9	134*	17	-1	0.7	3	2	0.5	-28
Cc1cc(C)n(CC(O)CN(c2ccccc2)S(=O)(=O)c2ccc3ccccc3c2)n1 (configuration not stated)	-0.3	0	32	-1	1.2	13	14	0.1	-4
CCOc1cc(/C=C2\SC(=O)N(CC(=O)Nc3ccccc3F)C2=O)cc([N+](=O)[O-])c1O	-0.3	-4	16	-6	0.7	93*	-2	0.8	-7

Screens: PubChem BioAssay, several laboratories
